Rad51 HR inh = Rad51 (human) homologous recombination inhibition. inhibition, % at 10 µM. hRad51 DNA strand exchange, fluorescence dequenching. 200,000 tested, 0.085% active. AID 1385;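 active means inhibition above 40% at the single screening dose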;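 further: 0% = DMSO control wells and 100% = blanks with heterologous ssDNA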
Target sequence (Q06609 whole entry, looked up): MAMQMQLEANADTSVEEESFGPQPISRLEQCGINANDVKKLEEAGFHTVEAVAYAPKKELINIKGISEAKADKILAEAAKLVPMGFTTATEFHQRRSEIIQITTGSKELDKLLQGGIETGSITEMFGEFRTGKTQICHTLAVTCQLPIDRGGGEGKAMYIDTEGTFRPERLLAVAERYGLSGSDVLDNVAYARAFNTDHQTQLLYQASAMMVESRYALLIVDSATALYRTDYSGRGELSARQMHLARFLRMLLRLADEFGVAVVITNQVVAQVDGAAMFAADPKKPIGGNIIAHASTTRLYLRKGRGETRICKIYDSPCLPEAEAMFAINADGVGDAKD
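Read-out basis: percent inhibition relative to plate controls and blanks / Assay system: human Rad51 nucleoprotein filaments preassembled on unlabelled ssDNA / Timing: filaments 15 min 37 °C, then compound 30 min / Control set: per-plate controls and blanks / Technique: fluorescence dequenching at 485/520 nm / Compound: 10 µM final, single point / Also added: Fluorescein- and BHQ1-tagged 47-mer duplex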
L929 necroptosis = blocks zVAD induced death of L929 cells; viability rescue, % at 10 µM; L929 zVAD necroptosis rescue, ATP luminescence, 24 h; with zVAD 60 µM; AID 1377; 220,000 tested, 0.38% active;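 active means activation, scaled between plate controls, above about 75%, limit read from the data; inactive means activation under that limit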;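 further: 0% = zVAD with DMSO and 100% = DMSO alone without zVAD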
m-calpain inh = calpain II (pig) inhibition; purified calpain II, fluorogenic peptide substrate, 30 min; inhibition, % at 16 µM; 220,000 tested, 0.37% active; AID 1236;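 active means inhibition above about 50%, limit read from the data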
Hck Nef HTS = inhibitors of human Hck kinase activated by Nef. inhibition, % at 20 µM. P08631. 220,000 tested, 0.68% active. Recombinant Hck-YEEI plus Nef, Z-Lyte FRET kinase assay;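 active means Hck-Nef kinase inhibition above about 50%, limit read from the data; inactive means inhibition below that limit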;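 further: 0% = DMSO with Hck plus Nef and 100% = Hck alone without Nef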
PGE2 EP2 inh = blocks the human prostaglandin E2 receptor EP2. inhibition, % at 25 µM. C6 glioma cells expressing human EP2, cAMP TR-FRET; cells stimulated with saturating PGE2. P43116. 260,000 tested, 0.52% active;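 active means percent inhibition above 40 after rounding to a whole number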;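 further: rat C6 glioma host cells with rolipram phosphodiesterase inhibitor present; the protocol text gives 20 µM as final concentration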
Target sequence (P43116 whole entry, looked up): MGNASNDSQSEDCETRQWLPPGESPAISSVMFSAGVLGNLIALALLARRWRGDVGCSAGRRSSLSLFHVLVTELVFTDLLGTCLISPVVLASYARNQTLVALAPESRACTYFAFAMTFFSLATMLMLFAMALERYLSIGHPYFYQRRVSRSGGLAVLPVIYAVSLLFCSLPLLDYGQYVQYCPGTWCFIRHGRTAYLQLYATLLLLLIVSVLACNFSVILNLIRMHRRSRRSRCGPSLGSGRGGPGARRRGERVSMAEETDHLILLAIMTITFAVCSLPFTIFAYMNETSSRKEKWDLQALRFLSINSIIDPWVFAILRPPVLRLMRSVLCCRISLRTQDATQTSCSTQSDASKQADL
TbHK1 inh = blocks Trypanosoma brucei hexokinase 1 activity; recombinant TbHK1, G6PDH-coupled NADH A340; inhibition, % at 10 µM; 220,000 tested, 0.11% active; AID 1430;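 active means inhibition of 50% or more in the single-dose primary screen; inactive means inhibition below 50%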
EP2 modulator = EP2 receptor (human) modulation; 260,000 tested, 0.83% active; AID 940; EP2-expressing cells, cAMP HTRF FRET, PGE2 co-stimulation; induction, % at 25 µM;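 active means compounds whose cAMP rise, as percent of the full-agonist control response, exceeds 60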;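 further: rat C6 glioma line stably carrying human EP2 under a CMV promoter; the protocol text gives 20 µM as final concentration; 100% = response of wells given 1 µM PGE2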
eIF4E-4G inh = inhibitors of eIF4E and eIF4G interaction in translation initiation; P63073+Q04637; TR-FRET eIF4E-eIF4GI(517-606) binding, 2 h; inhibition, % at 21.7 µM; 220,000 tested, 0.37% active; AID 782;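 active means inhibition above about 30%, limit read from the data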;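 further: 0% = full FRET control wells and 100% = background wells lacking eIF4GI fragment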
14-3-3 Bad PPI = disrupts binding of bovine 14-3-3 zeta to phospho-Bad peptide. 220,000 tested, 0.71% active. TR-FRET 14-3-3zeta/Dy647-pBad peptide displacement, 1 h. inhibition, % at 21.7 µM. P63103. AID 781;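 active means inhibition above about 70%, limit read from the data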;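 further: 0% = full 14-3-3 plus peptide FRET controls and 100% = background without 14-3-3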
Target sequence (P63103 whole entry, looked up): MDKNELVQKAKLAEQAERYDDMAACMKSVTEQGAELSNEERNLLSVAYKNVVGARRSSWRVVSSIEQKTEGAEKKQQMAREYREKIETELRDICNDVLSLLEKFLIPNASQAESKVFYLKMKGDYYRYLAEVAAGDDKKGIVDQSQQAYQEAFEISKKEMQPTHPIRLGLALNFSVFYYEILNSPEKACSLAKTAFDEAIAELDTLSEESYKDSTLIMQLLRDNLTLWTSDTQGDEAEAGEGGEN
The depositor's hits bear a star; i = inactive; . = not tested or not shown; & = joins results of further samples; [ ] = another dose, or the depositor's remark. Only part of the results is shown; rates above refer to the full screens.

SMILES	Rad51 HR inh	L929 necroptosis	m-calpain inh	Hck Nef HTS	PGE2 EP2 inh	TbHK1 inh	EP2 modulator	eIF4E-4G inh	14-3-3 Bad PPI
Cc1cc(=S)c2ccccc2[nH]1	-1.6	0.6	-26.8	-19.0	2.5	-12.2	10.1	2.3	1.1
COc1ccc(CCNC(=O)Cn2cnc3c(cnn3C(C)(C)C)c2=O)cc1OC	6.5	0.1	-46.1	1.7	19.8	31.5	22.8	1.9[fluorescence artefact?]	0.5
CSc1nnnn1-c1ccc(C(=O)OCC(=O)N2CCOCC2)cc1	3.8	5.1	-8.4	-0.5	10.3	-1.6	10.1	2.1	1.7[fluorescence artefact?]
Cc1ccccc1NC(=O)COc1ccc(Br)cc1CNCCCO	-9.6	-0.2	-13.1	-6.3	2.8	-0.2	7.8	-1.1	-13.9
CCN1CCN(Cc2ccc(NC(=O)c3ccc(C)c(NC(=O)c4nccnc4N)c3)cc2C(F)(F)F)CC1	0.7	79.7*	17.5	55.6*	18.5	-9.1	-22.7	2.5	-3.6
CC(C)C[C@H](NS(=O)(=O)c1ccc(Br)cc1)C(=O)O	7.6	0.2	3.4	1.9	5.7	-3.5	-10.5	6.3	13.8[fluorescence artefact?]
O=C(NCC1CCCO1)c1ccc(CNS(=O)(=O)c2cccc(Cl)c2)cc1 (stereo not drawn)	9.6	-0.6	-16.0	2.7	6.4	-1.3	-24.6	4.5	-7.3
O=C(CN1CCOCC1)N/N=C/c1cc2ccccc2nc1Cl	-3.9	0.4	11.7	0.2	-1.4	-17.0	1.2	7.7[fluorescence artefact?]	-1.3[fluorescence artefact?]
COC(=O)Cc1nnc(NC(=O)C(C)C)s1	11.0	0.2	6.5	5.4	8.8	-11.3	-2.7	2.0	0.8
CCC(=O)Nc1cc2c(cc1C(C)=O)OCCO2	-6.7	0.5	-69.7	-4.8	8.8	-4.2	20.3	0.8	9.5
O=C(c1ccco1)N1CCN=C1SCc1cccnc1	6.7	1.6	-9.7	0.3	23.6	3.8	13.8	6.7	10.4
CCOC(=O)c1c(C)[nH]c(C(=O)COC(=O)CNC(=O)c2ccc(Br)cc2)c1C	3.5	-0.1	0.1	-0.3	9.5	-1.9	-24.2	-3.3	4.8
CC(=O)C(Cl)C(=O)Nc1ccccc1 (stereo not drawn)	5.5	14.3	11.4	35.9	12.2	4.6	18.2	3.2	5.7
CCOc1ccc(C(=O)COC(C)=O)cc1	-0.2	1.6	-49.9	-1.0	6.6	8.0	0.6	4.5	-5.0
O=C(Nc1nc2ccc(Cl)cc2s1)c1ccco1	5.8	-0.4	-61.3	1.0	12.4	-29.5	-30.3	1.9	-6.3[fluorescence artefact?]
Fc1ccc2nc(N3CCCC3)sc2c1	-1.3	0.1	-4.7	1.2	2.6	2.3	-22.4	0.6	2.6
C=CCn1c(SCC(=O)Nc2ccc(C(=O)OCC)cc2)nnc1-c1sc(N)nc1C	1.1	0.9	-2.5	-9.9	13.0	-1.3	-17.7	3.0	-8.9[fluorescence artefact?]
COCc1cc(=O)n2c(-c3ccccc3OC)n[nH]c2n1	2.9	1.6	-18.7	-13.0	3.6	4.4	22.1	-1.2	24.4
Cc1ccc(-c2nc(N)n(C(=O)c3cccnc3)n2)cc1	-4.2	0.0	2.6	7.7	7.3	-2.6	3.1	6.6[fluorescence artefact?]	-4.2
COc1ccc2c(c1)CCc1c(C(=O)Nc3c(C)n(C)n(-c4ccccc4)c3=O)noc1-2	4.2	1.4	-24.6	1.1	13.0	-17.6	-2.1	2.2	-0.6
COCCCNC(=O)COc1ccc(Cl)c(C)c1	2.0	2.7	-20.4	-5.1	8.3	-2.0	-2.8	1.2	11.1[fluorescence artefact?]
O=C1C2N=NN(CC(=O)N3N=C(c4cccc5ccccc45)CC3c3ccccc3)C2C(=O)N1c1ccccc1 (stereo not drawn)	-4.4	-0.2	-147.7	-6.2	9.1	-20.4	30.2	-2.9	1.0[fluorescence artefact?]
CNc1cc(CSC)nc(SCc2ccc(Cl)c(Cl)c2)n1	-1.9	1.0	11.8	0.7	7.3	3.4	15.8	11.4	-7.2
CC(NS(C)(=O)=O)C(c1cccs1)N1CCN(Cc2ccccc2)CC1 (stereo not drawn)	-9.1	0.5	0.1	3.7	8.6	1.9	6.8	4.1	6.6
O=C(c1ccccc1NS(=O)(=O)c1ccccc1[N+](=O)[O-])N1CCOCC1	-5.4	0.2	2.0	2.3	4.3	1.9	-1.7	-1.5	5.8

No new results follow: an excerpt of the list.
SMILES	Rad51 HR inh	L929 necroptosis	m-calpain inh	Hck Nef HTS	PGE2 EP2 inh	TbHK1 inh	EP2 modulator	eIF4E-4G inh	14-3-3 Bad PPI
O=C1C2N=NN(CC(=O)N3N=C(c4cccc5ccccc45)CC3c3ccccc3)C2C(=O)N1c1ccccc1 (stereo not drawn)	-4.4	-0.2	-147.7	-6.2	9.1	-20.4	30.2	-2.9	1.0[fluorescence artefact?]
CNc1cc(CSC)nc(SCc2ccc(Cl)c(Cl)c2)n1	-1.9	1.0	11.8	0.7	7.3	3.4	15.8	11.4	-7.2
CC(NS(C)(=O)=O)C(c1cccs1)N1CCN(Cc2ccccc2)CC1 (stereo not drawn)	-9.1	0.5	0.1	3.7	8.6	1.9	6.8	4.1	6.6
O=C(c1ccccc1NS(=O)(=O)c1ccccc1[N+](=O)[O-])N1CCOCC1	-5.4	0.2	2.0	2.3	4.3	1.9	-1.7	-1.5	5.8

2 of these compounds in a different format.
Compound | Rad51 HR inh | L929 necroptosis | m-calpain inh | Hck Nef HTS | PGE2 EP2 inh | TbHK1 inh | EP2 modulator | eIF4E-4G inh | 14-3-3 Bad PPI
CC(NS(C)(=O)=O)C(c1cccs1)N1CCN(Cc2ccccc2)CC1 (stereo not drawn) | -9.1 | 0.5 | 0.1 | 3.7 | 8.6 | 1.9 | 6.8 | 4.1 | 6.6
O=C(c1ccccc1NS(=O)(=O)c1ccccc1[N+](=O)[O-])N1CCOCC1 | -5.4 | 0.2 | 2.0 | 2.3 | 4.3 | 1.9 | -1.7 | -1.5 | 5.8

The list continues.
SMILES	Rad51 HR inh	L929 necroptosis	m-calpain inh	Hck Nef HTS	PGE2 EP2 inh	TbHK1 inh	EP2 modulator	eIF4E-4G inh	14-3-3 Bad PPI
O=C(NCc1cccnc1)Nc1cccc(NC(=O)NCc2cccnc2)c1	-1.6	7.8	-23.4	1.6	4.7	1.7	20.2	-5.0	-6.5[fluorescence artefact?]
O=C(C1CC1)N1N=C(c2ccncc2)CC1(O)C(F)(F)F (stereo not drawn)	-2.3	1.0	-14.5	20.7	20.7&5.0	-1.5	2.0&22.7	2.4	-10.7
O=c1c2ccccc2nc2n1CCN2Cc1ccc(Cl)cc1	-8.4	-0.5	-174.9	-1.0	15.8	0.0	-50.8	6.7	-9.2
COc1ccc(S(=O)(=O)NC(C)CCc2ccccc2)cc1 (stereo not drawn)	7.9	3.1	9.3	11.1	13.6	3.1	4.5	-0.9	-1.5
Cc1ccccc1/C(N)=N/OC(=O)/C=C/c1ccccc1	-3.1	0.0	-0.6	2.3	2.9	0.3	-16.4	7.6	-6.1
CCc1nn(C(C)C(=O)N2CCN(Cc3ccccc3)CC2)c(=O)c2cc3occc3n12 (stereo not drawn)	-4.3	0.2	-25.4	-1.7	9.6	-0.1	11.6	-4.2	-8.7
CCOc1ccc2nc(C)cc(C(=O)O)c2c1	2.8	-0.3	-457.5	0.2	10.8	-6.8	22.4	0.9	30.8
Nc1cccc2c1C(=O)N(C(=O)c1cccc(S(=O)(=O)N3CCCCCC3)c1)C2=O	-5.6	-0.9	i	-18.8	20.5	-1.7	17.6	-7.8	5.0
Cc1ccc(-n2c(C)cc(/C=C3\NC(=O)NC3=O)c2C)c(C)c1	.	.	-3.7	19.9	11.1	-16.9	9.5	1.7[fluorescence artefact?]	-2.9[fluorescence artefact?]
N#Cc1nc(-c2ccccc2F)oc1NCCc1ccccn1	-7.6	.	-43.9	.	9.8	.	-1.9	4.5	23.3
COC(=O)CSc1nc2sc3c(c2c(=O)n1C1CCCCC1)CCN(C)C3	.	-0.3	-64.6	-0.9	.	-34.5	6.8	7.6	-0.3
OCCN(Cc1ccccc1)CC1CCCCC1	-10.7	0.5	12.2	0.6	2.8	6.1	36.2	0.6	33.7
CCNc1nc(NCC)nc(-n2nc(C)cc2C)n1	.	-1.8	-29.3	-2.5	4.1	-1.3	3.9	4.4[fluorescence artefact?]	-5.4[fluorescence artefact?]
Cc1cccc(C)c1OCC(O)CNC(C)C (stereo not drawn)	2.3	0.9	21.2	-1.9	15.0	-4.1	-17.8	0.5	11.7
CCN(C(=O)CSc1nnc(-c2ccccc2Cl)n1C1CCCC1)C1CCS(=O)(=O)C1 (stereo not drawn)	-3.0	-0.3	6.0	3.3	5.1	7.1	-10.8	3.0	4.9
CCOC(=O)c1sc2nc3c(cc2c1N)C(=O)CC(C)(C)C3	.	.	-5.6	-3.8	3.9	0.1	28.0	-5.5	1.2
CSc1nc2nc(-c3ccccc3)cc(C(F)(F)F)n2n1	-4.6	0.0	-420.5	3.7	12.4	-25.8	24.6	5.0	0.2
CCOC(=O)C(/C(C)=N/NC(=O)C1CC1c1ccccc1)C(C)C (stereo not drawn)	.	1.4	13.9	1.2	10.5	21.3	47.9	0.0	-21.7[fluorescence artefact?]
Cc1cc(C)cc(NC(=O)c2ccc(S(=O)(=O)C(F)F)cc2)c1	-1.2	2.0	6.4	4.1	5.0	-0.5	-4.8	-0.8	0.5[fluorescence artefact?]
O=C(COC(=O)COc1ccccc1[N+](=O)[O-])NC1CCCC1	4.1	0.5	3.8	2.0	6.7	16.2	17.3	-0.7	-14.1
C/C(=N\NC(=O)c1ccc(OC2CCCC2)cc1)c1ccc(C)s1	8.8	-0.2	-59.3	-1.0	22.0	-18.7	1.8	-5.1	-2.7[fluorescence artefact?]
COc1ccc(NC(=O)CSc2nnnn2Cc2ccccc2)cc1	4.8	13.7	9.2	15.2	4.8	-1.1	-23.1	1.1	-8.8
Cc1ccc(CC2C(=O)N(c3ccc(C)cc3)C(=O)C2C)cc1 (stereo not drawn)	-16.7	-0.3	15.5	-30.6	3.4	11.7	15.6	-2.6	-0.6
CC(C)(C)OC(=O)NCCc1nnc(SCc2ccccc2)o1	.	1.5	7.4	20.2	4.7	-10.3	4.0	1.0	-8.7
CCOc1cccc(-c2nnc3sc(-c4ccco4)nn23)c1	4.6	8.5	-8.2	4.3	3.3	2.6	31.1	-1.0	3.1
(list continues)
SMILES	Rad51 HR inh	L929 necroptosis	m-calpain inh	Hck Nef HTS	PGE2 EP2 inh	TbHK1 inh	EP2 modulator	eIF4E-4G inh	14-3-3 Bad PPI
Cc1cccc(C)c1NC(=O)c1ccc(-c2ccc(Cl)cc2Cl)o1	4.3	-0.4	15.6	1.2	2.8	2.9	-6.9	2.2	-0.1
COc1ccc(COC(=O)N/N=C(\C)CC(=O)Nc2c(C)cc(C)cc2C)cc1	.	0.0	18.2	-0.6	.	-1.3	-8.8	3.7	-1.2
CC(=O)c1cn(CC(=O)Nc2cccc(C)c2C)c2ccccc12	-1.2	2.0	-38.6	18.7	4.3&15.8	-4.0	-44.4&-35.0	3.8	-2.1
CC1(C)CC(=O)C(C=Nc2cccc(/N=C/C3=C(O)CC(C)(C)CC3=O)n2)=C(O)C1	.	0.2	-37.7	1.0	.	-7.5	13.5	0.5	-16.6
CN(C1=C(N2CCCCC2)C(=O)c2ccccc2C1=O)c1ccccc1	6.7	-0.1	10.7	8.7	7.2	1.6	63.5*	-12.9	-1.2
O=C(CCN1C(=O)/C(=C/C=C/c2ccccc2)SC1=S)Nc1cccnc1	-12.7	1.1	2.1	10.7	6.6	-4.1	-7.8	-7.0	-9.3
